# GPR151 activ = activators of human GPR151; actives 1% (n = 650,000); PathHunter beta-arrestin GPR151 cells, luminescence; activation, % at 11.2 µM; in the data active = activation above about 4.9%;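 also: 0% = median of compound wells and 100% = cells with positive control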
# Target sequence (Q8TDV0 whole entry, looked up): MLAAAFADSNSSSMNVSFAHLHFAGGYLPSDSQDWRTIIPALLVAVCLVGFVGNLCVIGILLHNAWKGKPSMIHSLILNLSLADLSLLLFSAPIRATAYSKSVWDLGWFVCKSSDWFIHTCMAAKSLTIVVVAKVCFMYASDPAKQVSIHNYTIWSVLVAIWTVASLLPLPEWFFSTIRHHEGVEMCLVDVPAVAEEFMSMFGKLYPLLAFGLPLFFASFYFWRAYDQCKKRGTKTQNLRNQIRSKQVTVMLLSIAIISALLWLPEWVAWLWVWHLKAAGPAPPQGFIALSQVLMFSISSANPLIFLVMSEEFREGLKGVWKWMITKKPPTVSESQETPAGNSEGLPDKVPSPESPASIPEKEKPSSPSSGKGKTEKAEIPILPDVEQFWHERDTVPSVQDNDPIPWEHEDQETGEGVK
# FBW7 activator = human FBW7 E3 ligase activation, primary screen | AlphaScreen FBW7–phospho-cyclin E peptide binding, activator screen | actives 0.13% (n = 650,000) | AID 1259310 | Q969H0 | normalized activity (activation), % at 26.1 µM; in the data active = normalized activity above about 1.9%;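 also: purified mutant Fbw7 with reduced substrate affinity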
# MITF inh = blocks human microphthalmia-associated transcription factor | actives 0.91% (n = 650,000) | inhibition, % at 2.6 µM | AID 1259374 | AlphaScreen MITF homodimerization, bead proximity signal | O75030; in the data active = inhibition above about 50%;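 also: 0% = vehicle wells with protein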
# Target sequence (O75030 whole entry, looked up): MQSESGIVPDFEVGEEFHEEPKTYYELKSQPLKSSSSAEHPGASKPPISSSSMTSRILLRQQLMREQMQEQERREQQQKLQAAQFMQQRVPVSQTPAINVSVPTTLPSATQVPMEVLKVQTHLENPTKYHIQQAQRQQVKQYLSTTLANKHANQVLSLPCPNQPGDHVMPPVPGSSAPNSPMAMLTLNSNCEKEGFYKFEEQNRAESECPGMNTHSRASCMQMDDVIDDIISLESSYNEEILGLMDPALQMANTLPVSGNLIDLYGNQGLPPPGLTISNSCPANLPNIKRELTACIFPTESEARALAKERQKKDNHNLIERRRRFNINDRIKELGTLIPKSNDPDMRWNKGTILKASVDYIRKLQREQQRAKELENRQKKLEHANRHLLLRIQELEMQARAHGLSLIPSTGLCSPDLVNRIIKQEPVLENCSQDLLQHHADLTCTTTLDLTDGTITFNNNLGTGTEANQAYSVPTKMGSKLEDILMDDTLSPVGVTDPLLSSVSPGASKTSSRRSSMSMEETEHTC
# TEAD-YAP block = TEAD-YAP interaction inhibition; HEK-TIYL cells, TEAD-Gal4/YAP UAS-luciferase luminescence; inhibition, % at 9.12 µM; actives 1.4% (n = 640,000); in the data active = inhibition above about 32%;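 also: 0% = median of test compound wells and 100% = reference inhibitor wells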
# * marks the source's active call; other numbers are inactive results; & = joins results of further samples.
SMILES,GPR151 activ,FBW7 activator,MITF inh,TEAD-YAP block
COC(=O)c1c(OCC2CCCCO2)cc(=O)n2c1CCN(Cc1nccs1)CC2 (stereo not given),-0.1,-0.1,-0.3,-16.9
Cc1ccc(C(C(=O)NC2CCCC2)N(C(=O)c2ccco2)C2CC2)cc1 (stereo not given),0.5,0.0,4.2,8.8
CC(C)n1cnc2c(NCCOc3ccccc3)nc(N3CCc4ccccc4C3)nc21,2.8,-0.3,2.4,-3.5
COc1ccc(-c2csc(Nc3ccccc3OC)n2)cc1Br,-0.6,-0.4,3.5,-9.4
O=C(NCc1ccco1)/C(=C/c1ccccc1)NC(=O)c1ccccc1,0.4,0.2,-6.5,2.9
COc1ccc(C2C(C#N)=C(N)Oc3n[nH]c(C(C)(C)C)c32)cc1OC (stereo not given),0.3,0.3,-1.5,-5.3
CC1CCN(S(=O)(=O)c2ccc3[nH]cc(C(=O)NC4CCCCC4)c(=O)c3c2)CC1,-0.6,-0.1,-9.2,2.8
COc1ccc(-c2cc(C(=O)NCc3cccc(C(F)(F)F)c3)ccn2)cc1,-1.2,0.0,-5.7,-1.9
Cn1c(=O)c2cc(C(=O)NCc3ccc4c(c3)OCO4)sc2c2ccccc21,-0.6,0.0,13.1,-2.4
Cc1ccc(C)c(Oc2coc3cc(OCc4cccc(Cl)c4)ccc3c2=O)c1,-0.4,0.7,-7.8,0.0
OCCNc1ccc2ccccc2n1,-0.2,0.0,0.9,-4.2
Cn1c(=O)nc2n(-c3ccc(F)cc3)c3ccccc3cc-2c1=O,0.7,0.0,12.2,4.3
Cc1cc(Cl)cc(Br)c1OCCNCC(C)O (stereo not given),-1.4,0.5,23.8,5.2
COc1ccc(OC)c(N=C2C(=O)Nc3ccccc32)c1,-0.6,-0.1,-1.1,9.9
CCOC(=O)N1CCC(NC(=O)c2ccc(OCc3ccc4ccccc4n3)cc2)CC1,-1.1,-0.1,1.5,-4.1
CC(C)c1nc(NCCN2CCOCC2)c2nnn(Cc3ccccc3)c2n1,0.4,-0.2,-8.0,14.4
O=C(CSc1nnc(-c2ccccc2)n1-c1ccccc1)c1ccc2c(c1)CCCC2,-0.3,0.3,9.7,6.1
COC(=O)c1ccc(OC(=O)c2cccs2)cc1,-0.5,0.2,11.6,-4.8
Cc1ccc(CNC(=O)CSc2nc3nccnc3c(=O)n2Cc2cccs2)cc1,-1.0,-0.1,0.6,1.1
CCOC(=O)c1c(NC(=O)C(CC)Sc2nnc3c4ccccc4n(Cc4ccccc4)c3n2)sc2c1CCCC2 (stereo not given),1.4,0.1,5.8,7.1

# Entries of single compounds, quoted from the list. Order of values: GPR151 activ	FBW7 activator	MITF inh	TEAD-YAP block
# Record of CC(C)n1cnc2c(NCCOc3ccccc3)nc(N3CCc4ccccc4C3)nc21 : 2.8	-0.3	2.4	-3.5
# Record of Cn1c(=O)c2cc(C(=O)NCc3ccc4c(c3)OCO4)sc2c2ccccc21 : -0.6	0.0	13.1	-2.4
# Record of COC(=O)c1ccc(OC(=O)c2cccs2)cc1 : -0.5	0.2	11.6	-4.8

# (next part)
SMILES,GPR151 activ,FBW7 activator,MITF inh,TEAD-YAP block
Cc1cnc(C)c(-c2ccc3c(c2)CC(CNC(=O)c2cc(C)[nH]n2)O3)n1 (stereo not given),0.3,0.2,10.7,-11.1
O=C(CSc1nc2ccccc2c(=O)n1CC1CCC(C(=O)NCCc2ccccc2)CC1)NC1CCCC1 (stereo not given),0.7,0.0,-11.1,-3.6
COCC(O)CS(=O)(=O)Cc1ccccc1 (stereo not given),-0.3,-0.2,-5.3,4.8
CCOC(=O)c1ccccc1N1C(=O)C(Cl)=C(Nc2cccc(C(=O)O)c2)C1=O,-0.3,0.0,-3.9,-1.8
O=C(COc1cccc2ccc(N3CCCCC3)nc12)Nc1ccc(F)cc1,-2.2,0.1,13.1,-3.2
O=C(CCCSc1nc(-c2ccco2)cc(C(F)(F)F)n1)NCCN1CCOCC1,0.2,-0.1,-2.8,-14.2
Cc1cc(N)nc(COc2cccc(Cl)c2)n1,-1.3,0.0,7.5,-75.3
Cc1ccc(Cl)cc1N(CC(=O)N1CCN(C(c2ccccc2)c2ccccc2)CC1)S(C)(=O)=O,-0.7,0.2,19.9,4.9
CSc1nc([N+](=O)[O-])nn1Cc1ccccc1,1.2,-0.1,8.0,-5.2
COc1cc(C)nc(NS(=O)(=O)c2ccc(C)cc2)n1,2.2&0.7,-0.1&-1.2,7.5&-13.6,3.1&5.0
CCOC(=O)C1=C(C)NC2=C(C(=O)C(C(=O)OCC)C(c3cccc(OC)c3)C2)C1c1ccc(N(CC)CC)cc1 (stereo not given),-0.5,-0.1,-8.7,-6.5
O=C(Nc1cccc(Cl)c1)Nc1nc2ccccc2[nH]1,-0.6,-0.1,3.8,-43.6
CC(C)(C)NC(=O)C(=O)NNC(=O)C1CCCCC1,0.8,0.2,5.9,8.7
CCOc1cc(-c2nnc(NC(=O)C3CCCCC3)o2)cc(OCC)c1OCC,-0.3,-0.2,9.7,-9.9
CCOc1ccc(C(C)=O)cc1CSc1nnc(-c2ccc(OC)cc2)n1N,0.1,0.0,6.1,-0.5
Cc1nc2sccn2c1C(=S)NC(=O)C12CC3CC(CC(C3)C1)C2,-0.8,0.2,5.9,1.4
CC1=C(C(=O)Nc2ccc(C(=O)NCCc3ccc(Cl)cc3)cc2)SCCO1,-0.7,0.1,12.8,7.2
COc1ccc(N=Cc2c(C)[nH]n(-c3ccccc3C)c2=O)c([N+](=O)[O-])c1,1.1,0.1,17.1,8.4
COc1ccc2c(c1)c(CC(=O)O)c(C)n2C(=O)c1ccc(Cl)cc1,-1.5&0.8&-0.2&-1.8&1.7&1.1,0.1&0.0&-0.1&0.0&0.1,2.6&1.1&7.3&-3.5&-1.7&4.9,1.5&3.2&4.7
O=C(NC(=S)Nc1ccc(Cl)cc1)c1ccco1,0.4,0.1,6.4,-63.1
O=C(Nc1ccc(-c2nc3cc(Cl)ccc3o2)cc1)c1ncn[nH]1,0.5,-0.7,37.7,-64.4
COc1cccc(CC(C2CCN(C(=O)c3ccncc3)CC2)N(C)C(=O)CC(C)C)c1 (stereo not given),-0.5,-0.2,-4.1,9.7
Cc1ccc(-n2c(O)c(/C=C3\C=CC=N3)c(=O)[nH]c2=O)cc1,0.3,0.6,19.0,13.3
O=c1c2ccccc2nc(SCc2ccccc2Cl)n1Cc1ccc2c(c1)OCO2,-0.9,0.1,-1.6,2.1
O=C(NNC(=O)c1ccccc1F)c1ccc([N+](=O)[O-])cc1,-0.1,0.1,-5.5,-8.9
Cc1onc(-c2ccccc2Cl)c1C(=O)NC(C)Cc1ccccc1 (stereo not given),-0.5,-0.3,-7.5,-2.6
COCC(=O)N(Cc1cc2cc(OC)ccc2nc1Cl)C1CCCC1,-0.5,-0.1,16.8,0.0
CCN1C(=O)c2cccc3c(NC(=O)c4ccc(Cl)cc4)ccc1c23,-1.0,-0.1,-12.3,-2.7
COc1ccc(C(=O)NNC(=O)c2ccc(Oc3ccc(C(=O)NNC(=O)c4ccc(OC)cc4)cc3)cc2)cc1,-1.0,0.2,10.5,-1.2
Cc1ccc2nc(Nc3ccccc3F)c3nncn3c2c1,0.1,0.0,9.7,-1.5

# Reformatted with bars between the fields: part of the list above
canonical_smiles | GPR151 activ | FBW7 activator | MITF inh | TEAD-YAP block
CC1CCN(S(=O)(=O)c2ccc3[nH]cc(C(=O)NC4CCCCC4)c(=O)c3c2)CC1 | -0.6 | -0.1 | -9.2 | 2.8
Cc1ccc(Cl)cc1N(CC(=O)N1CCN(C(c2ccccc2)c2ccccc2)CC1)S(C)(=O)=O | -0.7 | 0.2 | 19.9 | 4.9
CC(C)n1cnc2c(NCCOc3ccccc3)nc(N3CCc4ccccc4C3)nc21 | 2.8 | -0.3 | 2.4 | -3.5
O=C(NNC(=O)c1ccccc1F)c1ccc([N+](=O)[O-])cc1 | -0.1 | 0.1 | -5.5 | -8.9
Cc1ccc2nc(Nc3ccccc3F)c3nncn3c2c1 | 0.1 | 0.0 | 9.7 | -1.5
O=C(NC(=S)Nc1ccc(Cl)cc1)c1ccco1 | 0.4 | 0.1 | 6.4 | -63.1
COc1ccc(-c2cc(C(=O)NCc3cccc(C(F)(F)F)c3)ccn2)cc1 | -1.2 | 0.0 | -5.7 | -1.9

# Other structures.
SMILES,GPR151 activ,FBW7 activator,MITF inh,TEAD-YAP block
COc1ccccc1N(CC(=O)NCCSCc1ccccc1)S(=O)(=O)c1ccc(C)cc1,-0.2,-0.1,9.7,9.5
CCC(=O)N1c2ccc(S(=O)(=O)CCC(=O)Nc3ccc(F)c(F)c3)cc2CC1C (stereo not given),0.5,-0.2,-2.6,4.1
Cc1ccc(-c2noc(CN(C(=O)Cc3ccccc3[N+](=O)[O-])C(C)C)n2)cc1,-0.7,-0.2,0.5,-5.0
COc1ccc(C)cc1S(=O)(=O)Nc1ccc(C)c(Cl)c1,-0.6,0.2,14.4,-14.8
CCCCC(O)(CCCC)C(=O)NNc1ccc(C)cc1,0.1,0.0,1.0,5.8
COc1ccc(C2=CC(=C(C#N)C#N)c3ccccc3O2)cc1,0.5,0.0,-3.9,2.2
COc1ccccc1NC(=S)NC(=O)CCCCCN1C(=O)c2ccccc2C1=O,3.4,0.1,-4.0,14.7
COC(c1ccc2c(c1)CN(C(=O)c1ocnc1C)CCO2)C1CCCCC1 (stereo not given),-1.5,0.1,7.0,-10.6
CC(OC(=O)c1cc2sccc2n1C)C(=O)NC(C)(C)C (stereo not given),-2.1,0.1,7.1,1.1
O=C(c1cnc2n(c1=O)CCS2)N1CCc2ccccc21,1.9,0.5,12.6,9.5
CC(CC12CC3CC(CC(C3)C1)C2)NCc1c(C(=O)N2CCCC2)nc2ccccn12 (stereo not given),-0.5,0.0,7.7,3.7
Cc1cc(C)n2ncc(C(=O)Nc3cc(Cl)ccc3Cl)c2n1,0.5,0.0,-8.4,-5.2
Cc1ccc(-n2c(C)n[nH]c2=S)cc1C,-0.2,0.1,9.6,-14.9
O=C1NC2(CCN(C(=O)c3cc(-c4ccco4)on3)CC2)Nc2ccccc21,0.4,-0.1,13.7,-0.1
Cc1ccc(-c2nc3ncccc3o2)cc1NC(=S)NC(=O)c1cccc(F)c1,0.6,0.1,-2.5,-6.6
CC(C)N(C)Cc1nnnn1CC(=O)N1CCN(c2ccccc2F)CC1,0.7,0.1,14.1,-0.6
Cc1ccc(Cc2nnc(Nc3cccc(F)c3)[nH]c2=O)cc1,0.9,0.0,3.6,0.9
Cc1c(C(=O)Nc2cc(Cl)c(Cl)cc2Cl)cccc1[N+](=O)[O-],1.4,-0.1,-1.6,-3.0
COCCCn1c(=N)c(C(=O)NCCc2ccccc2)cc2c(=O)n3cc(C)ccc3nc21,1.6,0.2,13.0,-8.9
COc1ccc(-c2nnc(NC(=O)C(C)Sc3nncn3C)s2)c(OC)c1 (stereo not given),-0.6,-0.2,10.9,-14.2
Nc1ccccc1Nc1cccc(C(F)(F)F)c1,-1.4,0.2,-12.2,-11.8
COc1ccc(C(=O)Nc2ccc(S(=O)(=O)N3CCCCCC3)cc2)cc1Br,-1.5,1.2,13.3,-5.8
COc1ccc(NC(=O)C23CC4CC(CC(C4)C2)C3)cc1OC,-0.8,0.2,1.3,6.0
CCOC(=O)c1cccc(N(Cc2ccccc2)S(=O)(=O)c2ccc(C(C)(C)C)cc2)c1C,-1.1,0.0,6.0,-3.4
Cc1cc(C)n2nc(SCC(=O)N(Cc3ccccc3)C3CCS(=O)(=O)C3)nc2n1 (stereo not given),0.3,0.1,2.0,2.3
CC1CN(c2ccc(C(F)(F)F)cc2[N+](=O)[O-])CCN1S(C)(=O)=O (stereo not given),0.9,0.0,3.2,-8.4
COc1ccc2nc3c(cc2c1)c(N)nn3C(=O)CCC1CCCC1,2.1,0.0,0.8,-0.2
CCn1cc(CNc2nc(C)c(-c3ccn(Cc4cccc(F)c4)n3)s2)c(C)n1,-1.7,0.0,4.8,2.1
NC1=C(Nc2cccc(C(F)(F)F)c2)C(=O)c2ccccc2C1=O,-0.6,-0.8,44.1,-2.3
Cc1ccc(C(=O)Oc2ccc(Cl)cc2)cc1N,-1.1,0.0,-6.7,-3.4
O=C(Nc1ccc(Cl)cc1C(=O)N1CCCC1)c1cccc([N+](=O)[O-])c1,-0.3,-0.3,-1.2,-7.6
COc1ccc(C2C3C(C)=NN=C3CC(C)(O)C2C(C)=O)cc1 (stereo not given),6.6*,0.0,12.7,-1.2
CC(NC(=O)CN1CCN(c2ncccn2)CC1)c1ccc(F)cc1 (stereo not given),0.3,-0.2,-6.0,7.5
Oc1ccc(CCNc2nc(Nc3ccccc3)nc3c2ncn3C2CCCCC2)cc1,-0.7,0.1,0.6,-11.9
COc1ccc(CN2CCNC(=O)C2CC(=O)NCCc2ccc(Cl)cc2)cc1OC (stereo not given),0.0,0.0,12.0,9.6
CCCn1c(SCC(=O)c2ccc(CC)cc2)n[nH]c1=O,-1.2,0.2,11.4,4.0
CCCNC(=O)Cn1nc(C)n2c(cc3sc(C)cc32)c1=O,1.0,0.0,11.0,3.5
Cc1ccccc1Cn1c(C(=O)O)c(CNCCC2=CCCCC2)c2ccccc21,0.3,0.2,12.3,6.6
COc1ccc(Cc2nnc(NC(=O)c3ccc(SC)cc3OC)s2)cc1OC,0.6,-0.1,13.9,-12.1
Cc1c(C(C)NC(=O)c2ccc3c(c2)OCCO3)cnn1-c1ccccn1 (stereo not given),-0.6,-0.1,-0.2,-6.8
COc1cc(C2NC(=O)NC(C)=C2C(=O)OCc2ccc3c(c2)OCO3)cc(OC)c1OC (stereo not given),-0.7,-0.1,0.5,-2.8
COc1cccc(CN2C(=O)CN(C3CCCCC3)C(=O)C2c2ccc(OC(C)C)c(OC)c2)c1 (stereo not given),-0.8,0.1,0.4,-14.0
Cc1ccc(C(=O)COC(=O)CCCC(=O)Nc2cccc(Cl)c2)cc1[N+](=O)[O-],-1.4,-0.1,-15.1,-2.1

# Assay outcomes from PubChem BioAssay.
